# UGM FP inh: Mtb UDP-galactopyranose mutase inhibition | P9WIQ1 | purified UGM, fluorescence polarization probe displacement | inhibition, % at 10 µM | hit rate 0.06% among 320,000; in the data active = inhibition above about 10%, passing the limit was not always enough; inconclusive = no clear call, values can overlap the other calls
# Target sequence (P9WIQ1 whole entry, looked up): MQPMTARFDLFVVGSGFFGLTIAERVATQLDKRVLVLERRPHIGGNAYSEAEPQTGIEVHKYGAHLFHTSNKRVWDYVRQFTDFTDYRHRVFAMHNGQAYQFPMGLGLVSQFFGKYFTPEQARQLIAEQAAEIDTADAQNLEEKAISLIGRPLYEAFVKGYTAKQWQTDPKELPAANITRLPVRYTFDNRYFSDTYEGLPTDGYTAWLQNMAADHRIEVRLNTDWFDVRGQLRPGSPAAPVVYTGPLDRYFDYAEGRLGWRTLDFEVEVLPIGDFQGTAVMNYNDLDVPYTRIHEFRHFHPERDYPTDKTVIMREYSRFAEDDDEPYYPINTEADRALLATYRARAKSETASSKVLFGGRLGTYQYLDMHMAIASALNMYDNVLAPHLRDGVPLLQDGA
# GDH-TPI counter: inhibits GDH-TPI coupling enzymes, artifact for Mtb FBA screen. GDH-TPI coupled enzyme counterscreen, NADH absorbance. inhibition, % at 4.8 µM. hit rate 1.2% among 360,000. AID 588335; in the data active = inhibition above about 30%;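 note: 0% = DMSO wells and 100% = wells lacking the enzyme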
# Mtb FBA inh: inhibitors of M. tuberculosis fructose-bisphosphate aldolase. P9WQA3. purified M. tuberculosis FBA, fluorescence read-out. inhibition, % at 1 µM. hit rate 2.3% among 360,000. AID 588726; in the data active = inhibition above about 27%;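 note: 0% = vehicle and 100% = reference inhibitor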
# Target sequence (P9WQA3 whole entry, looked up): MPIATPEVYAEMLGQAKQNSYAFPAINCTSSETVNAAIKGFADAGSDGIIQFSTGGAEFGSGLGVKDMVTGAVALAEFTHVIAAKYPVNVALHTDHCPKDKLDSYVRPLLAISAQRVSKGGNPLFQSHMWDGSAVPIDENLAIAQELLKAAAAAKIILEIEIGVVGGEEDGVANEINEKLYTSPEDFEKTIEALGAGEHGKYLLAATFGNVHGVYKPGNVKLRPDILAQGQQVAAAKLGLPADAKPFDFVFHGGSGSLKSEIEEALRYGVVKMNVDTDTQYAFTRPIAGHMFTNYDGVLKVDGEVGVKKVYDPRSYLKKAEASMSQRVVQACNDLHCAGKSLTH
# FadD28 FP inh: inhibitors of Mycobacterium tuberculosis FadD28 bisubstrate binding; FadD28 bisubstrate probe binding, fluorescence polarization; inhibition, % at 12.5 µM; hit rate 0.22% among 360,000; in the data active = inhibition above about 8.5%, passing the limit was not always enough; inconclusive = no clear call, values can overlap the other calls
# Mtb BioA inh: BioA (M. tuberculosis) enzyme inhibition; hit rate 0.096% among 360,000; AID 602481; inhibition, % at 9.99 µM; purified M. tuberculosis BioA enzyme, plate reader; in the data active = inhibition above about 40%; inconclusive = no clear call, values can overlap the other calls
# MazEF act: activators of E. coli MazEF toxin-antitoxin RNase. P0AE70. FAM/BHQ RNA-DNA oligo cleavage fluorescence, 5 h. activation, % at 20 µM. hit rate 0.32% among 350,000; in the data active = activation above about 50%
# Target sequence (P0AE70 whole entry, looked up): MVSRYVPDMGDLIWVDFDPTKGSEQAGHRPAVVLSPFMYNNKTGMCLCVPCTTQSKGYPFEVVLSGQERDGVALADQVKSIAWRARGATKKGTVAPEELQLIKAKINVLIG
# Rv3671c protease: Rv3671c (M. tuberculosis) protease inhibition; inhibition, % at 5.96 µM; hit rate 0.048% among 320,000; in the data active = inhibition above about 38%;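 note: extracellular domain of Rv3671c used as enzyme; 0% = enzyme with DMSO and 100% = no enzyme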
# PrPC surface inh: inhibitors of human cell surface prion protein PrPC. P04156. TR-FRET read-out. inhibition, % at 13.8 µM. hit rate 0.43% among 370,000; in the data active = inhibition above about 24%; note: 0% = median of the test wells and 100% = reference compound wells
# BoNT F protease: blocks Botulinum neurotoxin F light chain protease; hit rate 0.22% among 360,000; Multiplex microsphere protease cleavage assay, flow cytometry; inhibition, % at 10 µM; in the data active = inhibition above about 35%, passing the limit was not always enough; inconclusive = no clear call, values can overlap the other calls; note: plate controls were buffer without enzyme for full effect and enzyme alone for no effect
# * = called active by the depositor; ? = inconclusive; · = no result given; & = joins results of further samples.
SMILES,UGM FP inh,GDH-TPI counter,Mtb FBA inh,FadD28 FP inh,Mtb BioA inh,MazEF act,Rv3671c protease,PrPC surface inh,BoNT F protease
O=C(c1ccccc1)n1ccn(-c2ccccc2)c1=S,1.0,19,0,-3.8,0.0,-2,-6,1,1
COc1ccc(CNC(=S)NC(C)CCc2ccccc2)cc1 (stereo not given),0.5,-2,-4,-5.8,·,11,2,5,-11
Cc1ccc(Oc2coc3cc(OC(=O)c4cccs4)ccc3c2=O)cc1,0.8,-3,10,-2.2,-0.3,-30,-11,6,-4
O=C(CSc1nnc(-c2ccc(Cl)cc2)o1)NNC(=O)c1ccncc1,-0.9,17,2,-0.3,-6.6,6,5,3,-7
Cc1nc2ccc(NC(=O)C3(C)CCCN(C(C)C)C3)cc2o1 (stereo not given),·,5,1,-1.2,0.4,·,·,-14,-1
CCc1cc(CNC(=O)CCc2nnc(CCCc3ccccc3)o2)on1,-2.4,1,3,-1.8,-0.3,9,14,8,4
CC1CN(S(=O)(=O)c2cccc(C(=O)N=c3sccn3C)c2)CC(C)O1 (stereo not given),-1.3,11,-2,-2.7,0.1,3,4,12,-3
O=c1[nH]c2ccccc2c(=O)n1-c1cccc(Cl)c1,-1.9,10,2,-0.9,-0.8,15,2,-9,-24
CCn1c(=O)n(CC)c2cc(S(=O)(=O)N3CCOCC3)ccc21,-1.3,5,1,-2.4,0.8,1,4,-1,-1
CC(=O)Nc1ccc(/C=N/NS(=O)(=O)c2cc(C)ccc2C)cc1,-3.9,20,6,0.7,-0.1,8,2,4,-6
O=C(CS(=O)c1ccc(Br)cc1)N1CCOCC1 (stereo not given),-0.2,-8,2,0.3,-0.9,6,-4,6,-18
O=C(CCCCCn1c(=S)[nH]c2cc3c(cc2c1=O)OCO3)NCCc1ccccc1,-0.8,9,-1,0.1,-1.7,11,-11,-1,3
COc1ccc(C(=O)NC2CC2)cc1OC1CCN(Cc2ccccc2F)CC1,-3.2,2,6,0.1,-1.5,-1,3,-5,-1
CCOC(=O)CN1C2=NCCCN2c2ccccc21,0.6,12,2,0.1,·,2,9,6,-29
COc1ccc(OC)c(Cc2nnc(CCC(=O)NC3C4CC5CC(C4)CC3C5)o2)c1 (stereo not given),-1.0,-4,-3,-2.7,·,8,0,8,2
CSc1ccccc1C(=O)Nc1cc(C)ccc1C,-1.7,10,-2,-2.6,·,3,2,-6,-1
CC(NC(=O)Nc1cccc([N+](=O)[O-])c1)c1ccc2c(c1)OCO2 (stereo not given),1.4,3,1,-0.9,5.4,5,-4,-13,·
CC(CCc1ccccc1)NS(=O)(=O)c1ccccc1Cl (stereo not given),-1.0,4,-1,-1.1,-0.7,8,-4,-4,15
O=C(Nc1ccccc1)OCCOc1ccccc1,-2.1,5,0,1.3,-0.7,-15,8,3,3
COCCNC(=O)CN(C(=O)CCC(=O)Nc1cc(C)on1)c1ccc(C)cc1C,0.8,-3,0,-3.0,-5.2,3,-5,-2,6
CC(C)CC(OC(=O)c1nsc(Cl)c1Cl)C(=O)NCC1CCCO1 (stereo not given),-0.6,-3,3,0.1,-4.0,12,10,4,4
CC(=O)N1CCN(c2cc(N3CCc4ccccc4C3)c(F)cc2[N+](=O)[O-])CC1,-0.6,9,-7,2.4,2.5,7,-3,-32,-8
O=C(CN1CCN(Cc2ccccc2)CC1)Nc1ccc2c(c1)CCC2,0.2,3,-3,-1.3,·,-5,3,-2,0
Cc1ccc(/C=C/C(=O)O)cc1S(=O)(=O)NCCO,-0.7,7,1,-1.8,1.3,6,0,0,5
CCOC(=O)c1ccc(COc2ccc(C(C)C)cc2)o1,0.9,4,1,-2.8,·,-6,3,7,0

# Random excerpt: 4 entries already listed
SMILES,UGM FP inh,GDH-TPI counter,Mtb FBA inh,FadD28 FP inh,Mtb BioA inh,MazEF act,Rv3671c protease,PrPC surface inh,BoNT F protease
COc1ccc(C(=O)NC2CC2)cc1OC1CCN(Cc2ccccc2F)CC1,-3.2,2,6,0.1,-1.5,-1,3,-5,-1
CC1CN(S(=O)(=O)c2cccc(C(=O)N=c3sccn3C)c2)CC(C)O1 (stereo not given),-1.3,11,-2,-2.7,0.1,3,4,12,-3
CCn1c(=O)n(CC)c2cc(S(=O)(=O)N3CCOCC3)ccc21,-1.3,5,1,-2.4,0.8,1,4,-1,-1
CC(C)CC(OC(=O)c1nsc(Cl)c1Cl)C(=O)NCC1CCCO1 (stereo not given),-0.6,-3,3,0.1,-4.0,12,10,4,4

# (more compounds)
SMILES,UGM FP inh,GDH-TPI counter,Mtb FBA inh,FadD28 FP inh,Mtb BioA inh,MazEF act,Rv3671c protease,PrPC surface inh,BoNT F protease
CCC(C)n1nccc1NC(=O)C(C)OC(=O)c1cc2ccccc2[nH]1 (stereo not given),1.7,-5,11,-3.3,-4.3,-8,-6,-4,-9
Cc1cccc(CN2CCC(C(=O)Nc3cccc(-c4cccc(F)c4)c3)CC2)n1,1.4,-1,1,-5.7,2.9,11,-3,-16,-4
O=C(CCC(=O)N/N=C/c1c[nH]c2ccccc12)NCc1ccccc1,0.1,13,2,0.5,·,-1,-3,3,-2
Cc1cccc(Sc2c([N+](=O)[O-])ncn2C)n1,-0.9,7,2,-0.4,-1.1,5,-2,-13,11
CCOC(=O)CSc1nc2ccc(NC(C)=O)cc2s1,2.0,-1,-3,-1.3,·,2,0,-1,29
O=c1c2sc3nc(N4CCOCC4)c4c(c3c2ncn1CCc1ccccc1)CCCC4,-3.4,14,0,-0.1,-3.8,-27,-7,1,-12
c1ccc(Cc2nn3c(C4COc5ccccc5O4)nnc3s2)cc1 (stereo not given),2.0,6,0,-0.3,3.3,4,-2,5,-4
CCOC(=O)[C@@H](NC(=O)CC[C@H]1O[C@@H](n2cc(C)c(=O)[nH]c2=O)C[C@@H]1O)C(C)C,·,3,-3,0.1,-0.5,2,·,-2,-3
O=C(c1ccc(Cl)c(S(=O)(=O)NCc2ccco2)c1)N1CCN(c2ccccc2F)CC1,-0.6,-9,-5,-3.4,0.1,5,-7,8,-9
Cc1ncc(CN2CCC(C(=O)Nc3ccc(Oc4cccnc4)cc3)CC2)cn1,-0.1,2,-2,-2.7,-1.7,3,-5,-1,0
O=C(CNC(=O)C1CCCCC1)NCc1ccco1,1.9,5,3,-1.9,-1.8,8,2,-5,-10
Cc1ccc(C2CC(c3ccccc3C)n3nc(N)nc3N2)cc1 (stereo not given),-1.3,-9,3,-1.7,0.3,13,8,-4,-2
CCN(CCn1cccn1)C(=O)CCc1nnc(Cc2c[nH]c3ccccc23)o1,-1.8,-1,1,-3.9,·,-5,-1,-1,-1
Cc1cc(C)nc(SC(C)C(=O)N/N=C/c2cccs2)n1 (stereo not given),1.6,15,2,-1.8,2.6,0,-12,-7,-4
Cc1ccc(Cc2c(-c3ccccc3)nc3ccc(Br)cn23)cc1,·,3,0,-3.7,-2.1,-38,·,23,-9
NC(=S)c1csc(CCNC(=O)c2ccccc2)n1,·,12,0,-0.2,0.4,2,·,-10,-8
CCCCCn1c(=N)n(CC(O)COc2ccccc2OC)c2ccccc21 (stereo not given),7.0&-1.7,-6&8,-1&5,-1.9&0.0,4.1&2.2,25&-7,-1&-7,-1&-1,-3&-2
O=C(c1cccs1)N1CCN(c2ncc(Br)cn2)CC1,0.7,2,1,-0.8,·,-2,-2,-5,-6
O=C(O)c1ccc(N2C(=O)CC(N3CCN(c4cccc(Cl)c4)CC3)C2=O)cc1 (stereo not given),-0.2,-10,-1,-4.0,-0.6,6,7,-12,-2
CCCCC(=O)N(CCOC)c1nnc(-c2ccc(OC)cc2)s1,-0.7,5,3,-4.0,-1.3,5,-6,3,?
CN(C)c1ccc(C=c2c3ccccc3n3c2cc(-c2ccc(Cl)cc2)[n+]3C)cc1,·,23,-6,-11,·,-18,·,3,-113
COc1cc(C(=O)NCc2cccc3ccccc23)ccc1OCc1ccccc1,1.8,5,-1,-0.5,·,11,-38,4,1
COc1ccc(-c2csc(-n3ncc(-c4cccs4)c3N)n2)cc1,-1.9,3,0,-0.5,-0.7,4,4,2,-7
CCOC(=O)CSc1nc(-c2ccc(OC)cc2)ns1,4.7,2,1,-2.4,-0.2,-18,-7,1,-5
NC(=S)N/N=C/c1coc2c(ccc3ccccc32)c1=O,-0.5,13,4,-0.6,-1.7,-37,23,4,1
SMILES,UGM FP inh,GDH-TPI counter,Mtb FBA inh,FadD28 FP inh,Mtb BioA inh,MazEF act,Rv3671c protease,PrPC surface inh,BoNT F protease
Cc1ccc(-c2ccnc3c(Cl)c(C)nn23)cc1,-1.6,-3,-1,-3.2,-0.1,6,-1,-5,-12
O=C1c2ccccc2C(=O)N1C1(C(=O)NC2(C(=O)O)CCCC2)CCCC1,·,-1,0,-2.3,-0.7,3,·,6,-3
O=C(O)c1c2c(nc3ccccc13)/C(=C/c1cccc([N+](=O)[O-])c1)CCC2,-0.6,25,-3,0.6,2.0,7,5,-3,4
COc1cccc(NC(=S)/C(=C(\[O-])c2ccc(C)c([N+](=O)[O-])c2)[n+]2ccccc2)c1,0.8,10,-11,-2.6,·,-6,-8,-2,-18
COC(=O)C(C)Oc1ccc2c(c1)O/C(=C\c1ccco1)C2=O (stereo not given),-2.1,10,1,-1.0,0.8,1,1,-8,26
COc1ccccc1C(C(C(=O)c1ccccc1)N1CCOCC1)N1CCOCC1 (stereo not given),·,3,0,-2.1,-1.1,11,·,-11,-6
O=C(Oc1ccc2ccc(OC(=O)N3CCOCC3)cc2c1)N1CCOCC1,0.1,4,0,-2.7,-1.7,3,7,-4,9
COc1ccc(N2CCN(c3cnc4ccccc4n3)CC2)cc1,3.6,10,1,-1.4,-0.1,-15,1,-6,-6
C=CCn1c(-c2cccn(Cc3ccc(Cl)cc3)c2=O)n[nH]c1=S,-2.6,21,2,?,4.4,5,4,-4,-2
CC1CCCN(C(=O)COC(=O)Cc2c(F)cccc2Cl)C1 (stereo not given),2.1,-1,2,0.5,0.2,-10,1,0,19
CCN(CCCNC(=O)CC1Oc2ccc(C)cc2NC1=O)Cc1ccccc1 (stereo not given),-1.5,4,1,0.0,-1.0,6,8,-2,-8
O=C(COC(=O)c1ccc(S(=O)(=O)NCc2ccco2)cc1)c1ccccc1,-0.4,-2,-1,-1.3,·,3,-19,3,-5
COc1ccc(C2OC(=O)c3ccccc3S2)cc1 (stereo not given),0.5,-3,-3,-2.7,-0.1,2,-9,0,-1
CC(C)(C)S(=O)(=O)c1ccsc1C(=O)O,-0.7,-7,-1,-2.6,·,-1,-2,0,-5
COc1cc2c(c(Br)c1N)-c1cc(Br)c(N)cc1C2=O,·,19,-2,-2.8,-1.1,-7,·,-2,-10
Cc1ccc(OCc2ccc(C(=O)NCC3CCCO3)cc2)cc1C (stereo not given),-1.6,4,-2,-1.4,-0.4,-5,-4,10,-14
Cc1ccccc1C(=O)Nc1cc(S(=O)(=O)N2CCCCC2)ccc1N1CCN(C)CC1,-2.0,6,1,-0.1,·,-8,9,-3,6
C/C=C/C=N/Nc1nc(-c2ccc([N+](=O)[O-])cc2)cs1,0.3,18,1,-1.1,·,-1,-10,-5,-2
Cn1c(=O)[nH]c(=O)c2c1nc(N1CCNCC1)n2Cc1ccccc1Cl,1.0,11,-1,-1.6,0.2,6,8,-3,?
NCCOc1ccc(C23CC4CC(CC(C4)C2)C3)cc1,-0.8,1,3,-11,1.6,18,-2,-2,-8
c1ccc(Oc2cc(-n3cncn3)ncn2)cc1,1.3,-2,1,-3.3,-2.3,2,6,9,0
Cc1ccc(C(=O)NN2C(=O)c3ccc(S(=O)(=O)c4ccc(C(=O)O)cc4)cc3C2=O)cc1,4.6,-7,3,-1.5,-0.1,11,13,8,2
CCOC(=O)c1sc2nc(C)nc(Nc3ccc(OC)cc3)c2c1C,1.2,8,1,-2.4,·,17,7,2,-1
O=C(COc1cc2oc(=O)c3c(c2cc1Cl)CCC3)Nc1ccccn1,0.8,-2,-4,-3.2,0.8,0,-5,2,0
CCCCNC(=O)C(=O)NCC1CCCN1S(=O)(=O)c1cccs1 (stereo not given),0.4,-6,-2,-5.3,-2.3,-1,-2,0,3
CC(=O)OCC(OC(C)=O)C(OC(C)=O)C(OC(C)=O)C(=O)Nc1cccc(C)c1 (stereo not given),0.2,3,-1,-1.4,-2.8,5,5,13,?
COc1ccc(/C=N/NC(=O)Cn2nnc3ccccc32)cc1OC,0.9,7,1,-0.9,·,8,-3,1,-3

# Source: PubChem (several laboratories)

# Outcome played no part in choosing rows (roughly 4.8% active in at least one column).
